High-throughput results as filed in PubChem BioAssay.
NCI-60 one-dose screen, 48 h, at 10 µM unless noted. Numbers give growth in % (100 = growth as untreated, 0 = no growth, -100 = all killed).
OVCAR-8 = OVCAR-8 ovarian cancer | hit rate 4.4% among 81,000
OVCAR-3 = OVCAR-3 ovarian cancer; hit rate 7% among 79,000; AID 1794787
OVCAR-4 = OVCAR-4 ovarian cancer cells; AID 1794784; hit rate 3.7% among 80,000
NCI-H23 = NCI-H23 lung cancer. hit rate 4% among 80,000
OVCAR-5 = OVCAR-5 ovarian cancer; AID 1794783; hit rate 2.9% among 82,000
SK-OV-3 = SK-OV-3 ovarian cancer cells; hit rate 3.2% among 80,000; AID 1794785
IGROV1 = IGROV1 ovarian cancer; AID 1794786; hit rate 4.7% among 79,000
NCI-H522 = NCI-H522 lung cancer; hit rate 8% among 78,000; AID 1794739
NCI/ADR-RES = NCI/ADR-RES ovarian cells; AID 1794790; hit rate 4.4% among 81,000
The depositor's hits bear a star; . = not tested or not shown; & = joins results of further samples; [ ] = dose if it differs, or a comment. The calls were made as follows: active = growth percent below 10; inactive = the rest. Hits appear at their usual frequency, and some 11% of all compounds hit somewhere here.

SMILES	OVCAR-8	OVCAR-3	OVCAR-4	NCI-H23	OVCAR-5	SK-OV-3	IGROV1	NCI-H522	NCI/ADR-RES
Nc1ncnc2c1ccn2-c1cccc(NC(=O)c2ccc(N3CCOCC3)c(C(F)(F)F)c2)c1	25	43	104	50	73	77	41	19	26
CCCN1CCN(C(=S)SCc2cc(=O)oc3ccc(C)cc23)CC1	100	98	94	96	101	110	104	84	94
CC(C)c1ccc(CN)cc1	94	100	.	93	88	95	116	89	95
COc1nc2c(c(=O)n1C)CN(Cc1ccccc1)C(=O)CN2C	88[100 µM]	93[100 µM]	91[100 µM]	95[100 µM]	95[100 µM]	91[100 µM]	87[100 µM]	91[100 µM]	91[100 µM]
CCNCc1ccc(O)c2ncccc12	23	38	18	24	65	28	46	8.6*	27
CCc1c(-c2ccccc2)nc(N)nc1-c1nc(N)nc(-c2ccccc2)c1CC	100	111	97	106	95	111	104	97	102
O=C1N(Cc2ccccc2)c2ccccc2C12Nc1ccccc1-c1ccnn12 (centres undefined)	97	92	91	88	102	97	102	95	91
CCCCNC(=O)NS(=O)(=O)c1ccc(N2N=C(c3ccc(Oc4ccccc4)cc3)CCC2=O)cc1	105	115	95	97	109	99	117	100	.
O=C(NCCNc1nccc(-c2c(-c3cccc(F)c3)nc3sccn23)n1)c1c(F)cccc1F	44	57	61	62	73	64	12	43	57
CC1(O)CCCC1(C)O (centres undefined)	104	106	106	99	92	115	.	96	98
CCOC(=O)c1c2c(n(-c3ccccc3)c1-c1ccccc1)/C=C\CCCC2	.	99	88	89	97	105	93	83	95
O=S(=O)(NCCCNc1nccc(-c2c(-c3cccc(O)c3)nc3occn23)n1)c1ccc(Br)cc1	86	102	118	101	137	94	79	94	107
COc1ccccc1/C=C/C(=O)c1ccc(B(O)O)cc1	80	93	95	78	95	90	102	84	87
O=C(O)C(O)c1ccc(-c2ccccc2)cc1 (centres undefined)	105	106	105	103	109	97	99	87	104
CN(C)c1ccc2[nH]c3c(C(N)=O)cc(=O)c(=O)c=3oc2c1	25	-10.0*	49	35	89	82	33	11	58
O=C(NN1C(=O)c2cc(C(=O)O)c(C(=O)O)cc2C1=O)c1ccncc1	112	131	116	108	107	110	.	.	116
Cc1cc(C(C)(C)C)cc(C)c1O	128	109	106	106	105	107	118	93	103
Cc1cc2c(cc1C)-n1c(C)cc(=O)n1CC(=O)N2	94	112	111	111	106	104	118	91	111
CCCCCCCCCCCCNC(=O)[C@H]1CSC(c2cccs2)N1 (some centres undefined)	94	98	106	101	109	116	99	86	110
O=Cc1cc2ccccc2nc1Oc1ccc(Cl)cc1	95	104	103	92	104	87	83	79	99
Cc1ccc2c(c1)C(=O)/C(=C/c1ccc(Cl)cc1)S2	98	.	105	93	105	99	86	89	101
CS(=O)(=O)Nc1ccc(C(=O)NC(C(=O)NO)c2ccc(Cl)cc2)cc1 (centres undefined)	108	107	97	97	87	.	101	101	100
N#C/C(=C\c1cccc(F)c1)c1nc(N)nc(Nc2ccc(S(N)(=O)=O)cc2)n1	99	.	102	101	96	103	95	95	101
Clc1ccc(-c2ccc(OCCCN3CCN(c4ccncc4)CC3)cc2)cc1	86	67	65	51	96	58	94	68	50

18 neighbouring records out of the list so far, for reference:
SMILES	OVCAR-8	OVCAR-3	OVCAR-4	NCI-H23	OVCAR-5	SK-OV-3	IGROV1	NCI-H522	NCI/ADR-RES
O=C1N(Cc2ccccc2)c2ccccc2C12Nc1ccccc1-c1ccnn12 (centres undefined)	97	92	91	88	102	97	102	95	91
CCCCNC(=O)NS(=O)(=O)c1ccc(N2N=C(c3ccc(Oc4ccccc4)cc3)CCC2=O)cc1	105	115	95	97	109	99	117	100	.
O=C(NCCNc1nccc(-c2c(-c3cccc(F)c3)nc3sccn23)n1)c1c(F)cccc1F	44	57	61	62	73	64	12	43	57
CC1(O)CCCC1(C)O (centres undefined)	104	106	106	99	92	115	.	96	98
CCOC(=O)c1c2c(n(-c3ccccc3)c1-c1ccccc1)/C=C\CCCC2	.	99	88	89	97	105	93	83	95
O=S(=O)(NCCCNc1nccc(-c2c(-c3cccc(O)c3)nc3occn23)n1)c1ccc(Br)cc1	86	102	118	101	137	94	79	94	107
COc1ccccc1/C=C/C(=O)c1ccc(B(O)O)cc1	80	93	95	78	95	90	102	84	87
O=C(O)C(O)c1ccc(-c2ccccc2)cc1 (centres undefined)	105	106	105	103	109	97	99	87	104
CN(C)c1ccc2[nH]c3c(C(N)=O)cc(=O)c(=O)c=3oc2c1	25	-10.0*	49	35	89	82	33	11	58
O=C(NN1C(=O)c2cc(C(=O)O)c(C(=O)O)cc2C1=O)c1ccncc1	112	131	116	108	107	110	.	.	116
Cc1cc(C(C)(C)C)cc(C)c1O	128	109	106	106	105	107	118	93	103
Cc1cc2c(cc1C)-n1c(C)cc(=O)n1CC(=O)N2	94	112	111	111	106	104	118	91	111
CCCCCCCCCCCCNC(=O)[C@H]1CSC(c2cccs2)N1 (some centres undefined)	94	98	106	101	109	116	99	86	110
O=Cc1cc2ccccc2nc1Oc1ccc(Cl)cc1	95	104	103	92	104	87	83	79	99
Cc1ccc2c(c1)C(=O)/C(=C/c1ccc(Cl)cc1)S2	98	.	105	93	105	99	86	89	101
CS(=O)(=O)Nc1ccc(C(=O)NC(C(=O)NO)c2ccc(Cl)cc2)cc1 (centres undefined)	108	107	97	97	87	.	101	101	100
N#C/C(=C\c1cccc(F)c1)c1nc(N)nc(Nc2ccc(S(N)(=O)=O)cc2)n1	99	.	102	101	96	103	95	95	101
Clc1ccc(-c2ccc(OCCCN3CCN(c4ccncc4)CC3)cc2)cc1	86	67	65	51	96	58	94	68	50

Following part:
SMILES	OVCAR-8	OVCAR-3	OVCAR-4	NCI-H23	OVCAR-5	SK-OV-3	IGROV1	NCI-H522	NCI/ADR-RES
CN1CCN(C(=O)OCCOCCOC(=O)N2CCN(C)CC2)CC1	102	117	106	98	104	117	132	.	96
COC(=O)CCc1n(Cc2ccc3ccccc3c2)c2ccccc2[n+]1Cc1ccc2ccccc2c1	6.8*	-14*	7.1*	-7.4*	18	11	-26*	-29*	100
O=C(Nc1ccccc1Br)c1ccc(Cl)cc1Cl	106	109	104	108	98	110	109	94	112
COC(=O)/C=C/CCCC1CCCCC1	97	103	98	108	101	99	111	91	103
COc1ccc(CNc2c(OC)nc(N)nc2-n2c(-c3ccc(OC)cc3)nc3ccccc32)cc1	104	117	108	98	106	107	98	90	104
C=C1C(=O)OCC1C(=O)O (centres undefined)	106	119	126	114	97	105	97	86	104
Oc1ccccc1/C=N/Nc1nc(N/N=C/c2ccccc2O)nc(N2CCOCC2)n1	13	34	-12*	42	37	12	37	61	23
COc1ccc(N(Cc2ccc(Cl)cc2)C2OC(=O)c3ccccc32)cc1 (centres undefined)	98	104	104	98	112	105	92	73	102
COc1cc(C(C)O)ccc1O (centres undefined)	100	115	113	100	109	104	103	81	104
Cc1ccc2c(c1)c(=O)n(-c1ccccc1)c1nnc(/C=C/c3ccccc3)n21	111	114	92	98	89	108	92	95	93
CC(=O)Nc1ccc(CC(=O)N2CCN(c3ccc(C(F)(F)F)cn3)CC2)cc1	102	103	98	98	99	114	105	85	97
OC(CNc1ncccn1)c1ccccc1 (centres undefined)	105	109	104	46	89	110	103	97	117
COc1cccc(NC(=O)c2ccc(NC(=O)CCl)s2)c1	10	36	95	12	47	-2.0*	-13*	-80*	23
CN1CCN(CCCCCC(=O)Nc2nc(-c3cccc(NS(=O)(=O)c4cccc5c(N(C)C)cccc45)c3)cs2)CC1	88	.	90	65	92	105	88	92	94
O=S(=O)(O)c1ccc(F)cc1	116	106	105	96	111	102	99	83	104
O=C1CC(NCCc2c[nH]c3ccccc23)C(=O)N1c1ccc2c(c1)OCCO2 (centres undefined)	106	107	86	103	102	104	109	112	95
CCN1CCN(CCNc2nccc(-c3c(-c4ccc(F)c(OC)c4)nc4sccn34)n2)S1(=O)=O	77	86	92	78	114	87	74	63	103
O=c1ccc(=O)n(-c2nc(O)c(N=Nc3ccccc3)s2)[nH]1	103	97	100	95	99	93	84	93	98
COc1ccc(C(=O)c2sc3nc(-c4cc5ccccc5o4)cc(-c4ccc(Cl)cc4)c3c2N)cc1	107	90	110	90	99	104	83	91	98
NC(=O)C(CSSCC(NC(=O)OCc1ccccc1)C(N)=O)NC(=O)OCc1ccccc1 (centres undefined)	95	97	.	117	105	97	107	101	115
CC(C)C(=O)OC/C=C/c1ccccc1	110	125	109	112	94	126	146	91	115
COc1ccc(CSc2nnc(-c3ccc(Cl)cc3)n2-c2ccccc2)cc1	91	110	69	92	96	89	85	83	85
COc1ccc(/C(C)=C(\c2ccc(O)cc2)c2ccc(OCCN3CCCCCC3)cc2)cc1	101	110	101	.	105	103	107	101	104
COc1ccc(C(=O)CCC(=O)O)c2ccccc12	100	95	111	92	93	90	92	89	90
NC(=O)c1cc(Cl)ccc1Nc1ccnc(C(F)(F)F)c1	102	104	106	96	104	92	110	88	109
Cc1ccc(Sc2oc(-c3ccc(C)cc3)nc2P(=O)(O)O)cc1	99	111	124	95	104	117	109	98	103
CN1CCN(CCCOc2cccc3nc(Nc4ccc(Cl)c(C(F)(F)F)c4)ccc23)CC1	14	-4.1*	42	19	18	53	55	-41*	-0.6*
CN1CCN(c2ccc(Nc3nc(NCCCNC(=O)c4ccc(Cl)cc4)c4sccc4n3)cc2)CC1	68	109	71	82	91	103	88	103	92
C1=C(c2ccc(-c3ccccc3)cc2)CCCC1	110	97	111	85	102	100	88	83	95
CC(C)=CCC/C(C)=C/C1OC23CCCCC2C(C#N)(C(=N)O3)C1(C#N)C#N (centres undefined)	102	109	115	91	126	93	102	65	98
O=C(Cn1[nH]c(=O)c2ccccc2c1=O)OCc1cccc(C(F)(F)F)c1	112	106	98	90	96	107	.	102	103
COc1ccc(C2C=C(c3ccc(OC)c(OC)c3)N=C3SC=CN32)c(Br)c1 (centres undefined)	66	57	63	89	102	101	70	61	78
CCOC(=O)C(=O)CC(=O)/C=C/c1ccccc1	105	108	117	103	109	98	105	.	106
O=C1Nc2ccccc2SC1C1SC(=S)N(Cc2ccccc2)C1=O (centres undefined)	.	-5.6*	60	97	104	118	96	100	104
O=C1c2ccccc2-c2c1c1ccncc1c(=O)n2CCCn1ccnc1	33	67	73	52	88	74	45	30	54
COc1cc(/C=C/C(=O)c2c(C)nc3ccccc3c2C)ccc1OCCCCOc1cc2c(cc1OC)C(=O)N1CCC[C@H]1C=N2	-8.0*	-57*	-20*	-35*	-60*	-50*	-100*	-32*	44
CSc1ccc(N=C=C(c2ccccc2)c2ccccc2)cc1	89	103	110	99	93	90	96	72	104
COc1cc(-c2nc(SCCC(C)C)nc(Nc3ccc(C(=O)O)cc3)c2C#N)cc(OC)c1OC	93	95	94	99	94	105	107	83	88
CCN1CCN(C(=O)[C@]23CC[C@@H](C)[C@H](C)[C@H]2C2=CC[C@@H]4[C@@]5(C)C/C(=C/c6cc(C(F)(F)F)cc(C(F)(F)F)c6)C(=O)C(C)(C)[C@@H]5CC[C@@]4(C)[C@]2(C)CC3)CC1	105	108	108	108	102	122	107	93	100
CCOC(=O)c1ccc(NC(=O)Nc2cnn(-c3ccc(S(N)(=O)=O)cc3)c2-c2ccccc2)cc1	89	106	90	97	118	109	103	83	105
COc1ccc(CCn2cnn3c(=O)c4ccccc4nc3c2=O)cc1OC	110&104	115&103	112&97	114&98	121&100	108&112	115&115	98&112	107&101
CC(C)(C)[Si](C)(C)OCC1CCC(n2cnc3c(N)ncnc32)O1 (centres undefined)	96	94	96	99	.	94	109	95	96
Nc1nc(Nc2ccccc2Cl)cc(=O)[nH]1	105	107	103	100	99	104	.	97	107
CC(C)NC(N)=O	96	110	95	102	106	105	117	105	103
Fc1ccc(NC(=S)N/N=C\c2ccc(Cl)cc2Cl)cc1	103	112	.	95	107	115	102	99	102
COc1cc(/C=C2\CCCC3C2=Nc2ccccc2NC3c2cc(OC)c(OC)c(OC)c2)cc(OC)c1OC (centres undefined)	19	-7.1*	33	8.5*	16	45	-21*	-6.5*	6.0*
